# Screens deposited in PubChem by several laboratories.
# INS promoter inh: TRM-6 insulin promoter activity inhibition; TRM-6 cells (human fetal islet line), insulin promoter-eGFP reporter, imaging; reporter expression induced with tamoxifen; inhibition, % at 2 µM; hit rate 0.9% among 130,000; AID 1273;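 active = inhibition above the mean plus 3 SD, with well images judged a real hit on visual review, cut at about 60% in these data, passing the limit was not always enough; inconclusive = inhibition over the cutoff but images rejected on review; inactive = inhibition not above the cutoff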
# sdo1 growth: sdo1-depleted yeast growth rescue | S. cerevisiae sdo1-depleted JHY4D growth rescue, OD600 30 h; active compounds read high; pdr5 snq2 efflux-pump mutant strain | z-score at 10 µM | hit rate 0.21% among 140,000 | AID 817;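 active = z-score above 3 at both the 24 hr and the 30 hr optical density reads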;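 also: z-score against mean and SD of all compound wells on the same plate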
# sdo1 growth Rescue 24 h: second read-out of sdo1 growth, no call of its own (marks repeat the call); z-score; S. cerevisiae sdo1-depleted JHY4D growth rescue, OD600; measured here: growth rescue at 24 h;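 0 is the plate mean of compound wells and units are plate SD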
# Active calls of the source: *; i = inactive; ? = inconclusive; . = no result given. An excerpt; the hit share may differ from the screen's.
# Values run as follows: INS promoter inh, sdo1 growth, sdo1 growth Rescue 24 h
> CC1(C)CC2CC(C)(CN2C(=O)c2cc(-c3ccccc3O)on2)C1 (stereo not given)
    ., 0.97, 1.43
> COc1ccc(N2C(=O)c3ccccc3NC2c2ccc(OC)c(CSc3ccccn3)c2)cc1 (stereo not given)
    -6.5, -0.84, 0.02
> CS(=O)(=O)N1CCCC(C(=O)NCCc2ccc(Cl)cc2)C1 (stereo not given)
    ., 0.66, -0.43
> C1CCN(c2nc(N3CCCCC3)nc(N3CCNCC3)n2)CC1
    -9.1, -0.08, 0.01
> COc1cc(NC(=S)NC(C)=O)ccc1NC(=O)C(C)C
    7.7, 0.7, 0.16
> O=[N+]([O-])c1cc(C(F)(F)F)cc([N+](=O)[O-])c1NCCCNc1ccc([N+](=O)[O-])c2cccnc12
    -38.5, 0.95, 2.16
> Cc1ccc(-c2nc(P(=O)(c3ccccc3)c3ccccc3)c(N3CCOCC3)o2)cc1
    7.7, -0.93, -0.18
> CCCn1c(NCc2ccco2)nc2c1c(=O)n(C)c(=O)n2C
    ., 0.08, -0.72
> COc1ccc(NC(=O)COC(=O)/C=C/C(=O)OCC(=O)Nc2ccc(OC)c(Cl)c2)cc1Cl
    10.0, 1.44, 3.22
> CC1Cc2ccccc2N1Cc1cc(=O)n2ccsc2n1 (stereo not given)
    -8.1, 0.94, 1.37
> CC(=O)c1cccc(NC(=S)NC(=O)CC(C)C)c1
    -3.6, 0.82, 0.75
> COc1ccc(C(C(=O)NC(C)(C)C)N(Cc2cccs2)C(=O)CCC(=O)Nc2cc(C)on2)cc1 (stereo not given)
    -25.0, 1.02, 0.46
> O=C(NCCCN1CCCC1=O)c1csc2ccccc12
    18.8, 0.38, -0.62
> COc1ccc(NC(=O)c2nc[nH]c2C(=O)Nc2ccccc2C)cc1
    ., 0.15, -0.19
> CCC(CC)NC(=O)COC(=O)c1ccc(OCC(=O)Nc2ccccc2OC)c(OC)c1
    1.7, 2.07, 2.32
> O=C(NC(=O)c1ccccc1)OCC1CCCN2CCCCC12 (stereo not given)
    ., 0.56, 0.44
> COc1cccc(CNC(=O)C(=O)NCCc2ccc(OC)c(OC)c2)c1
    -7.9, 0.35, 0.53
> O=[N+]([O-])c1c(C(Cl)Cl)nn(-c2ccccc2)c1N1CCCC1
    2.3, -2.37, -1.49
> O=C(NCc1ccccn1)C1COc2ccccc2O1 (stereo not given)
    -11.5, 0.06, 0.25
> CCOc1nc(Nc2ccc(OC)c(Cl)c2)nc(OCC)n1
    10.7, -1.72, -0.63
> CCCCn1nc(NC(=O)c2cccs2)c2cc3cc(OC)ccc3nc21
    0.0, -1.65, -1.31
> COCCNC(=O)C(c1cccs1)N(CCc1ccccc1)C(=O)Cn1nnc2ccccc21 (stereo not given)
    -79.3, 0.33, -0.33
> O=C(CSc1nnc(-c2c[nH]c3ccccc23)n1-c1ccc(F)cc1)NCc1ccco1
    -75.0, 0.71, 0.53
> COc1ccc(-c2csc(Nc3cccnc3)n2)cc1OC
    20.5, -0.48, -0.27
> CN1CCC(=NNc2ccc(S(=O)(=O)N3CCOCC3)cc2[N+](=O)[O-])CC1
    31.2, -0.6, -0.63
> N/C(=N\OC(=O)CC1CCCCC1)c1ccccc1
    29.6, -1.64, -1.2
> CCOC(=O)c1cn(CC(=O)Nc2ccc3c(c2)OCCO3)nn1
    54.5, -0.45, -0.65
> COC(=O)c1[nH]c2ccc(Cl)cc2c1NC(=O)c1ccccc1[N+](=O)[O-]
    ., -1.2, -0.8
> COc1ccc(C2CC(=O)n3c(nc4ccccc43)S2)cc1OC (stereo not given)
    -68.6, 1.54, 1.42
> Cc1cc(C(=O)N2CCN(S(C)(=O)=O)CC2)cs1
    23.1, 0.1, -0.64

# 4 successive entries already listed, for reference:
# Values run as follows: INS promoter inh, sdo1 growth, sdo1 growth Rescue 24 h
> CN1CCC(=NNc2ccc(S(=O)(=O)N3CCOCC3)cc2[N+](=O)[O-])CC1
    31.2, -0.6, -0.63
> N/C(=N\OC(=O)CC1CCCCC1)c1ccccc1
    29.6, -1.64, -1.2
> CCOC(=O)c1cn(CC(=O)Nc2ccc3c(c2)OCCO3)nn1
    54.5, -0.45, -0.65
> COC(=O)c1[nH]c2ccc(Cl)cc2c1NC(=O)c1ccccc1[N+](=O)[O-]
    ., -1.2, -0.8

# The list goes on.
# Values run as follows: INS promoter inh, sdo1 growth, sdo1 growth Rescue 24 h
> O=C1NN(c2ccc(Cl)cc2)C(=O)/C1=C\c1ccc(-c2cccc(C(=O)O)c2)o1
    -40.0, ., .
> Clc1cccc(Cl)c1CON/C=N/c1ncnc2sccc12
    16.7, -0.88, 0.2
> CC(OC(=O)c1ccc(S(=O)(=O)N(C)c2ccccc2)cc1)C(=O)NCCC1=CCCCC1 (stereo not given)
    -9.4, -0.24, -0.16
> Cc1nc(Nc2ccc(Cl)cc2Cl)sc1C(=O)Nc1ccccc1
    -17.6, -1.59, -1.15
> CC(C)C(=O)N1CCN(c2ccc(NC(=O)c3ccc4c(c3)OCCO4)cc2)CC1
    ?, ., .
> CCCOc1ccc(-c2nn(-c3ccccc3)cc2/C=C2\SC(=S)N(C3CCS(=O)(=O)C3)C2=O)cc1 (stereo not given)
    24.3, -0.07, -0.32
> Cc1cnc2c(C(=O)O)cnn2c1
    21.4, ., .
> CCOc1ccc(-c2nn[nH]n2)cc1
    -39.4, -0.01, -0.78
> COC(=O)C(C)Oc1cc(OC(C)C(=O)OC)c2c(C)c(Cl)c(=O)oc2c1 (stereo not given)
    7.1, ., .
> CSc1nc(N)nc(SCC(=O)OC(C)C)c1C#N
    53.3, -0.75, -1.11
> Cc1cccc(NC(=O)CCCN2C(=O)c3cccc4cccc(c34)C2=O)c1
    ., -0.27, 0.54
> COc1ccc(N=c2scc(-c3ccc(S(=O)(=O)N4CCOCC4)cc3)n2CCCO)cc1
    ., -0.82, -0.96
> CCOc1ccc(/C=N/Nc2ccc(C(F)(F)F)cc2[N+](=O)[O-])cc1O
    71.4*, -1.18, 0.42
> Cc1cccc(OCCCC(=O)Nc2ccc(S(=O)(=O)Nc3onc(C)c3C)cc2)c1C
    i, -0.31, -1.84
> CCCCn1nc2cc(C(=O)NC[C@@H]3CCCO3)ccc2c1OCC
    ., 0.43, -0.01
> COc1cc(/C=C/c2c([N+](=O)[O-])c(=O)n(C)c(=O)n2C)cc(OC)c1OC
    9.7, 0.46, 0.56
> O=C1Nc2ccc(S(=O)(=O)N3CCOCC3)c3cccc1c23
    -266.7, 1.23, 1.55
> COc1ccc(CC(=O)NCc2ccc3c(c2)OCO3)cc1
    35.2, -0.38, 0.24
> COc1ccc(-c2noc(CCC(=O)NCCCN3CCN(c4ccc(F)cc4)CC3)n2)cc1
    -93.3, ., .
> CCN(Cc1ccncc1)C(=O)c1ccccc1NS(=O)(=O)c1ccc(F)cc1
    50.0, ., .
> CC1Cc2ccccc2N1C(=O)CSc1nc(N)cc(=O)[nH]1 (stereo not given)
    ., -0.26, 0
> O=C1CC(/C=C/c2ccccn2)=Nc2ccccc2N1
    14.3, ., .
> CC(C)[C@@H]1CC[C@@H](C)c2c(-c3ccccc3)n[nH]c21
    ., -1.54, -1.1
> CCN1C2=C(C(=O)CCC2)C(c2ccc(O)c(Br)c2)C2=C1CCCC2=O
    -21.9, 0.82, 0.08
> O=C(Nc1ccccc1C(F)(F)F)N1CCC(n2c(=O)[nH]c3ccccc32)CC1
    -35.1, 0.37, 0.04
> Cc1ccccc1CN1CCc2c(OCC(=O)N3CCCc4ccccc43)cccc2C1=O
    -128.0, -0.89, -0.7
> Cc1cc(C)n2nc(CC(=O)NC3CCCCCC3)nc2n1
    ., 1.08, 0.45
> Cc1cccc(NC(=O)/C(=C\c2ccc([N+](=O)[O-])o2)NC(=O)c2ccc(Cl)cc2)c1
    14.7, -0.26, 0.89
> O=C(Nc1nnc(SCc2ccc(F)cc2)s1)c1ccc2ncsc2c1
    ., -0.93, -0.46
> FC(F)(F)c1ccc(N2CCN(Cc3ccc4c(c3)OCO4)CC2)nc1
    -13.3, -0.03, 0.15
> CC(=O)c1ccc(NC(=O)C2CCCN2S(=O)(=O)c2ccc(C)cc2)cc1 (stereo not given)
    ., -1.03, -0.83
> CC(C)CNC(=O)c1cccc(NC(=O)c2ccc(Cl)c([N+](=O)[O-])c2)c1
    -10.0, -0.17, 1.06
> O=C1NC(=Nc2ccccc2)S/C1=C\c1cccn1-c1ccccc1
    -59.4, 0.64, 2.87
> CC12CCC(C(=O)NNc3ccc([N+](=O)[O-])cc3)(CC1=O)C2(C)C (stereo not given)
    10.8, 0.02, 0.21
> O=C(Nc1ccc2c(c1)OCO2)c1ccc(Br)c(S(=O)(=O)N2CCCC2)c1
    -12.5, -0.35, -0.15
> CN(C)S(=O)(=O)c1cccc(C(=O)N2CCN(Cc3ccccc3)CC2)c1
    ., -0.75, -1.1
> COc1ccc(C(=O)Nc2ccc(C)cc2C(=O)c2ccccc2)c(OC)c1
    ., -0.74, -1.28
> CCN(CC)S(=O)(=O)c1ccc2nc(COC(=O)c3n[nH]c4ccccc34)[nH]c2c1
    0.0, 0.37, 1.44
> COc1cc(-c2nnn(CC(=O)NC3CCS(=O)(=O)C3)n2)ccc1OCc1ccccc1 (stereo not given)
    33.3, 0.42, -0.16
> Cc1ccc(CNC(=O)COc2ccc(C(=O)c3ccc(F)cc3)cc2)cc1
    ., 0, 1.44
> CCN(c1cccc(C)c1)c1ncnc2nc[nH]c12
    ., 0.01, -0.2
> COC(=O)c1c(NC(=O)C(C)C)sc2c1C(C(=O)OC)CC2 (stereo not given)
    -25.0, 0.6, 0.12
> COc1ccc(C(=O)Nc2cccc(C(=O)N3CCCC3)c2)cc1
    -27.3, 1.16, 1.12
> O=C(C1CCN(C2CC(=O)N(c3ccc(F)cc3)C2=O)CC1)N1CCOCC1 (stereo not given)
    -161.5, 2.02, 0.45
> O=C(Nc1nnc(-c2ccccc2SCc2ccccc2)s1)Nc1ccccc1F
    -7.0, 0.86, 1.62
> O=C(CSc1ncccn1)NC1CCCc2ccccc21 (stereo not given)
    -36.4, ., .
> O=C(/C=C/c1ccc(Cl)cc1)N1CCN(c2ccc([N+](=O)[O-])c(N3CCOCC3)c2)CC1
    ., 1.1, 0.47
> CC(=O)N(C(C)=O)n1c(/C=C/c2cccc([N+](=O)[O-])c2)nc2ccccc2c1=O
    14.3, ., .
> CCOc1cc(N2CCOCC2)c(OCC)cc1NC(=O)Cc1cccc(OC)c1
    -11.8, -0.98, -1.2
> CCOC(=O)c1c[nH]c2c(C)ccc(Cl)c2c1=O
    9.5, ., .
> COc1ccccc1C(=O)Nc1ccc(C(=O)c2ccccc2)cc1
    0.0, ., .
> CCCCn1nnc(NC(=O)c2ccc(-c3ccccc3[N+](=O)[O-])o2)n1
    -2.3, ., .
> CCCN(CC(=O)Nc1ccc(C(N)=O)cc1)CC(=O)Nc1ccccc1C
    25.0, ., .
> Cc1c(C(=O)N/N=C/c2cccnc2)sc(=S)n1C
    13.8, -0.58, -1.01
> O=C(CSc1nnc2ccccn12)NC(=O)Cc1ccccc1
    2.7, ., .
> O=C(NCc1cccc(F)c1)c1noc2c1CCCC2
    -257.1, -0.48, -1.07
> Cn1c(C(C#N)C(=O)c2ccco2)nc2ccccc21 (stereo not given)
    ., -0.2, -0.43
> CCOC(=O)c1ccc(NC(=O)c2ccccc2)cc1
    -7.1, -0.22, -0.34
> Cc1ccc(SC(C)C(=O)Nc2ccc(S(=O)(=O)N3CCOCC3)cc2)cc1 (stereo not given)
    -23.3, -1.03, -1.08
> Clc1ccc(CSc2nnc(-c3ccc4c(c3)OCO4)o2)cc1
    -25.0, 0.42, 2.07

# Other records.
# Values run as follows: INS promoter inh, sdo1 growth, sdo1 growth Rescue 24 h
> CCOC(=O)c1oc2ccc(S(=O)(=O)n3nc(-c4ccc(OC)cc4)cc3N)cc2c1C
    50.0, -0.27, -0.4
> c1ccc(CNc2nc(NCc3ccco3)nc(N3CCOCC3)n2)cc1
    -31.6, ., .
> CC1CCN(S(=O)(=O)c2cc([N+](=O)[O-])ccc2Cl)CC1
    18.2, ., .
> COC(=O)c1c(NC(=O)CN2CCCc3ccccc32)sc(C)c1C
    -40.3, -0.28, -0.08
> COC(=O)c1cc(CNC(=O)c2ccccc2Cl)ccc1OC
    -8.6, 0.55, 0.07
> CN(CC(=O)O)S(=O)(=O)c1cc(Cl)ccc1Cl
    23.5, 0.37, -0.67
> c1ccc(-c2ccnc3nc(-n4cccc4)nn23)cc1
    0.0, -0.24, -0.14
> Cc1nnc(SCC(=O)Nc2nc3ccccc3s2)n(N)c1=O
    ., 0.07, -0.64
> COc1ccc(-c2nnc(SCC(=O)N3CCOCC3)o2)cc1
    ., 0.76, 0.6
> CCc1c(O)cc(=O)n(-c2ccccc2)c1-c1ccccc1
    -33.3, -0.07, -0.21
> Cc1ccn2c(-c3n[nH]c(=S)n3C)c(C)nc2c1
    ., 0.17, -0.6
> CC(=O)N1CCN(C(=O)Cn2c(=O)oc3ccccc32)CC1
    0.0, 0.22, 0.62
> O=C(O)/C(=C1/OC(=O)c2ccccc21)c1ccccc1
    ., 0.43, -0.25
> Cc1cc(C)c2c(c1)c(C)cc1nnc(SCC(=O)c3cccs3)n12
    ., -0.53, 0.37
> COC(C(=O)Nc1ccccc1F)c1ccccc1 (stereo not given)
    -17.9, -0.12, -0.42
> COc1ccc2c(-c3ccccc3)cc(SCC(=O)N(C)C)nc2c1
    8.1, ., .
> O=C(c1cccc(F)c1F)N1CCCC1
    25.0, 1.14, 1.02
> COCCSc1nnc(-c2cccc(C#N)c2)n1C
    -78.6, 0.09, 0.08
> C/C(N)=C(\C#N)C(=O)NCc1ccccn1
    55.0, -0.86, -0.4
> Cc1ccc2[nH]c3c(c2c1)CN(C(=O)CN1CCN(c2ccccc2F)CC1)CC3
    40.6, -0.17, 0.35
